Screens as filed in PubChem BioAssay.
12-LOX inh: ALOX12 (human) lipoxygenase inhibition | purified 12hLO, xylenol orange hydroperoxide absorbance | actives 1.1% (n = 580,000) | Potency, µM (doses to about 108 µM), without a hit: at the highest dose activity change, negative = inhibition, usual class: inhibitors | P18054; active = well fitted inhibition curve with a large enough effect; inconclusive = small, poorly fitted or top-dose-only effect, or another doubt; inactive = no such curve, though single readings can be large or run the other way
Target sequence (P18054 whole entry, looked up): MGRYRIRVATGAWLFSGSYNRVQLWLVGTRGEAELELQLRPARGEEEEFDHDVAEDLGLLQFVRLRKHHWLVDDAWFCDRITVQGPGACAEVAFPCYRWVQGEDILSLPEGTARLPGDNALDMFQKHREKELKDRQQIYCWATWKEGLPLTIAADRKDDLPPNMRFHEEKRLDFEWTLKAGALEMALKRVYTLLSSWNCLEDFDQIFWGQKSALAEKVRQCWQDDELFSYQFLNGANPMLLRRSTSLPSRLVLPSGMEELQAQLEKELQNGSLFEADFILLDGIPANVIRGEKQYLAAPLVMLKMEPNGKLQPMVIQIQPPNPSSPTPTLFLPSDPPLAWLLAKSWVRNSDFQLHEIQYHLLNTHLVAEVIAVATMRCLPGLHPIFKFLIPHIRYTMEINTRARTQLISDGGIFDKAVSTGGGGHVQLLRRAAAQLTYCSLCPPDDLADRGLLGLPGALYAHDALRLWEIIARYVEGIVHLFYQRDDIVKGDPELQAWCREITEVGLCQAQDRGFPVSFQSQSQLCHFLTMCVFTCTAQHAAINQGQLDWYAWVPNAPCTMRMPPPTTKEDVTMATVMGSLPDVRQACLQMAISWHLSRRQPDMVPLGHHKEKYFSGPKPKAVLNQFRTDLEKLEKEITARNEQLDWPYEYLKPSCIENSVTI
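Purified human 12hLO at 150 nM in 25 mM Hepes, 0.01% Triton X-100, pH 7.0, preincubated 15 min at room temperature with compound. Reaction started with 40 uM arachidonic acid, 30 min at room temperature. Hydroperoxide measured by Fe-xylenol orange, 573/405 nm absorbance ratio.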
The depositor's hits bear a star; ? = inconclusive; [ ] = another dose, or the depositor's remark. % is scaled to controls: 0 for no effect and ±100 for the full control effect; potency is read from the fitted curve at half-maximal effect. The list is partial; the hit share may differ from the screen's.

12-LOX inh | mol
40.7%[activator] | CCc1noc(-c2cccn3c(CNC(=O)c4cc(C)cc(C)c4)nnc23)n1
23.9% | O=C1N[C@H](CC(=O)N2CCN(c3ccccn3)CC2)C(=O)Nc2ccccc21
-8.6% | O=C1N[C@@H]2CCN(S(=O)(=O)c3ccc4ccccc4c3)[C@@H]2C(=O)N1c1ccc(F)cc1
3.0% | O=C(Cn1nc2n(c1=O)CCCCC2)Nc1cccc(Br)c1
? | CCOc1ccc([C@H]2C3=C(C[C@H](c4ccc(OC)c(OC)c4)CC3=O)Nc3[nH][nH]c(=O)c32)cc1
25.2% | CN(Cc1cccs1)C(=O)c1cc2ccccc2[nH]1
2.8%[6.33 µM] | CCC(=O)N1Cc2ccccc2CC2(CCCN(CC3CCOCC3)C2)C1 (stereo not given)
6.2%[6.33 µM] | O=C(NC1CC1)c1cc(-c2ccccc2C(F)(F)F)nc2onc(C3CCCN3)c12 (stereo not given)
18.4% | COc1ccc(OCCN(C)C(=O)c2cn(C)c3ccccc23)cc1
? | CC(=O)Nc1cccc(-c2nccc3c(=O)cc(N4CCOCC4)oc23)c1
7.5% | Cc1cccnc1NC(=O)COc1ccc2c(=O)c(Oc3ccccc3)c(C)oc2c1
-28.8% | O=C(N/N=C/c1ccc(-c2ccccc2)cc1)C1CC1
-23.3% | CC(C)CNC(=O)Cn1ccc2cc(Cl)ccc21
-5.8% | O=C(COC(=O)c1cccc(NC(=O)c2cccs2)c1)c1ccccc1
-5.5% | O=C(OCC(O)C1OC(c2ccccc2)OC(COC(=O)c2ccccc2)C1O)c1ccccc1 (stereo not given)
? | Cc1ccc(S(=O)(=O)N(C)c2ccc(C(=O)NCC(c3ccccc3)N3CCCC3)cc2)cc1 (stereo not given)
17.7% | CN(C)C(=O)C1CN(C(=O)Cc2cccc(Cl)c2)CC12CCOCC2 (stereo not given)
22.2% | O=C(CC1CCCN(c2cn[nH]c(=O)c2)C1)N1CCC(Cc2ccccc2)CC1 (stereo not given)
22.1% | CCOc1ccc(-c2cc3c(=O)n(CCNC(=O)C4(c5ccccc5)CC4)ccn3n2)cc1
-4.3% | O=C(NCc1ccc(F)cc1)C1CCCN(c2ccc3nnc(C(F)(F)F)n3n2)C1 (stereo not given)
2.1%[176 µM] | CS(=O)(=O)c1ccc2c(c1)nc1n2[C@@H](CNCc2ccncc2F)COC1
-53.2% | Cc1cccc(Oc2cnn(-c3ccc(C(F)(F)F)cn3)c(=O)c2Cl)c1C
-23.8%[176 µM] | COC(=O)c1ccc2c(c1)nc1n2[C@@H](CNC(=O)NC2CCCCC2)COC1
-22.4% | CC(C)(C)NS(=O)(=O)c1cccc(NC(=O)c2ccccc2)c1
25.1% | COc1ccc(C(=O)NCCc2noc(C3CC3)n2)cn1
3.9% | CCC(C(=O)Nc1cc(Cl)c(OC)cc1OC)n1nc(-c2cc(C)ccc2C)ccc1=O (stereo not given)
13.3% | CN1CC(=O)N2CCN(S(=O)(=O)c3ccc(Cl)s3)CC2C1=O (stereo not given)
0.8% | O=C(NCCc1ccccc1)C1Cc2c(-c3ccccc3)ccnc2O1 (stereo not given)
1.3% | COc1ccc(CS(=O)(=O)C(C)C(=O)N(C)Cc2ccccc2)cc1F (stereo not given)
31.0%[activator] | O=C(NCCCc1ccccc1)c1cc(-c2ccncc2)nc2ccccc12
13.4% | COCCCNc1ccn2nc(-c3ccc(OCCN4CCOCC4)cc3)cc2n1
18.2% | COC1C(O)CCC2(CO2)C1C1(C)OC1CC=C(C)C (stereo not given)
-12.2% | Cc1nc(C(C)C)sc1C(=O)N1CCC(=O)N(CC2CC2)C(C(C)C)C1 (stereo not given)
13.3% | O=C(COC(=O)c1ccc(S(=O)(=O)N2CCCC2)cc1)Nc1ccccc1Cl
-9.9% | O=C(/C=C/c1ccccc1)c1cc2cc(Br)ccc2oc1=O
? | N#Cc1ccc(OCc2noc(-c3ccc(Cl)cc3)n2)c(Cl)c1
48.2%[activator] | Cc1ccc(-c2cc(C(=O)N(Cc3ccco3)Cc3cccs3)no2)cc1
? | Cc1cccc(NN)c1C
-14.4% | CN1CCN(C(=O)CCn2c(=S)[nH]c3ccccc3c2=O)CC1
65.8%[activator] | Cc1ccc(-c2ccc3nnc(CNC(=O)c4ccccn4)n3n2)cc1
? | COc1ccc(S(=O)(=O)Nc2nc3ccccc3nc2Nc2ccc(Br)cc2)cc1
34.8% | CCC1=C(C(=O)OC)C(c2ccc(C(C)C)cc2)N2C(CC(=O)N3CCOCC3)=CSC2=N1 (stereo not given)
5.5% | Cc1ccc2nc(-c3ccncc3)cc(C(=O)NCc3cccnc3)c2c1
50.2%[activator] | COCc1nc(-c2ccc(OC3CCN(Cc4ccc(C(F)(F)F)cc4)C3)cc2)no1 (stereo not given)
-2.8% | COc1ccc(CN(Cc2cccc(C#N)c2)C2CC2)cc1
15.7% | O=C(c1ccccc1OC1CN(Cc2ccc(F)c(F)c2)C1)N1CCOCC1
1.2% | COc1c(C)cc(C(O)c2ncc(-c3ccc(C(F)(F)F)cc3)[nH]2)cc1C (stereo not given)
11.8% | Cc1ccc(C(=O)N2CCCCCCNC(=O)[C@@H]3CCCC[C@@H]32)c(=O)[nH]1
2.3%[176 µM] | Cc1ccc(CN2C(=O)[C@@H]3C[C@@H](O)CN3C3(CN(Cc4ccc(F)cc4)C3)C2=O)o1
11.2% | COc1c(C)cc(C(O)c2ncc(-c3ccccc3C)[nH]2)cc1C (stereo not given)

5 entries from above, with bars between the fields:
compound | 12-LOX inh
CN1CC(=O)N2CCN(S(=O)(=O)c3ccc(Cl)s3)CC2C1=O (stereo not given) | 13.3%
O=C(NCCc1ccccc1)C1Cc2c(-c3ccccc3)ccnc2O1 (stereo not given) | 0.8%
COc1ccc(CS(=O)(=O)C(C)C(=O)N(C)Cc2ccccc2)cc1F (stereo not given) | 1.3%
O=C(NCCCc1ccccc1)c1cc(-c2ccncc2)nc2ccccc12 | 31.0%[activator]
COCCCNc1ccn2nc(-c3ccc(OCCN4CCOCC4)cc3)cc2n1 | 13.4%

Next structures:
12-LOX inh | mol
2.6% | CC(C)(C)c1ccc(C(=O)O)s1
11.8% | CC(C)N1C(=O)Cc2ccccc2C1C(=O)NCc1ccc(N(C)C)cc1 (stereo not given)
-2.1% | CCc1noc([C@@H]2CC(F)(F)CN2C(=O)c2ccco2)n1
59.5%[activator] | Cn1nccc1C(=O)N1CCCCCCNC(=O)[C@@H]2CCCC[C@@H]21
? | CC(C)(C)c1ccc(C#C[C@@H]2C=C[C@H](O)[C@@H](COC(=O)Nc3ccccc3)O2)cc1
-2.7% | Clc1cccc(Cl)c1C=Nc1ccc(-c2ccc(N=Cc3c(Cl)cccc3Cl)cc2)cc1
-0.3%[176 µM] | COc1ccc(S(=O)(=O)N2C[C@@H](F)[C@@H](OCc3nc4ccccc4o3)C2)cc1
-4.8% | Cc1ccc(NS(=O)(=O)c2ccc(Cl)c(C(=O)O)c2)cc1Cl
20.4% | CCCNC(=O)CSc1nnc(-c2cccnc2)o1
? | CC(=O)CC(=O)O[C@@H]1C=C[C@H](NC(=O)OC(C)(C)C)C1
142.4%[activator] | O=C1NCCCCCCN(Cc2ccncc2)[C@@H]2CN(C(=O)CCc3ccccc3)CC[C@@H]12
6.0% | O=C(CC1CCCN(c2cnn(CC3CC3)c(=O)c2)C1)NCc1ccc(Cl)cc1 (stereo not given)
25.6% | CC(C)NS(=O)(=O)c1ccc(NC(=O)CCc2ncc(-c3ccc(F)cc3F)o2)cc1
0.4% | COc1ccc(-c2cc(-c3ccc(OC)cc3)on2)cc1
? | Cc1ccc(C2=NN(C(=O)CNc3ccc(C(=O)N(C)C)cc3)C(c3ccco3)C2)o1 (stereo not given)
9.3% | COc1ccc(NC(=O)Cn2ccn3nc(-c4ccccc4)c(CO)c3c2=O)c(OC)c1
1.8%[6.33 µM] | COC(=O)N1CCn2ncc(C(=O)Nc3ccc(Cl)cc3Cl)c2C1
-1.2% | CCc1ccccc1NC(=O)c1nc2ccccc2nc1Cl
? | CC1CC1C(=O)NC1CCC(c2ccccc2)CC1 (stereo not given)
? | C[C@H](CO)N1C[C@H](C)[C@@H](CN(C)Cc2ccccn2)Oc2ncc(Br)cc2C1=O
-11.4% | COc1cccc(CCC(=O)N2CCC3(CC2)C(=O)N(C)c2ccccc23)c1
-35.7%[176 µM] | Cn1cc(-c2ccc(CO)cc2)c2nc(COc3ccccc3)cn2c1=O
4.6% | CC(OC(=O)c1ccc2c(c1)NC(=O)CS2)C(=O)Nc1cccc(C(F)(F)F)c1 (stereo not given)
-22.5% | Cc1c(CNCc2ccc(OC(C)C)cc2)c(C(=O)O)c(C)n1Cc1cccc(F)c1
28.7% | CCOc1ccc(NC(=O)c2ccc(C#Cc3ccccc3)cc2)cc1
38.8% | COCCC(=O)N1CCCCCCNC(=O)CC1c1ccccc1 (stereo not given)
11.7% | COCCC1(C(=O)O)CCCN(Cc2cnc(CC3CCCC3)[nH]2)C1 (stereo not given)
? | C#CCOC(=O)CCC(=O)O
18.9% | COC[C@@H]1CN(C(=O)c2ccc(OC)nc2)C[C@H]1c1ccncc1
-2.1% | COC(=O)C(C(=O)OC)C(CC(C(C(=O)OC)C(=O)OC)C(C(=O)OC)C(=O)OC)c1cc(OC)ccc1Br (stereo not given)
1.7% | CC1(C)CNC(=O)c2nc(-c3ccccc3-n3cncn3)[nH]c2C1
-24.3% | O=C(NCc1ccccc1CN1CCOCC1)c1nn(-c2ccc(F)cc2)c2c1CCC2
10.1% | Cc1cc(SCc2c(F)c(F)c(F)c(F)c2F)nc2ccccc12
2.3% | CNCC(=O)N1C[C@@H](C(=O)O)[C@H](c2ccccc2)C1
-25.4%[176 µM] | Cc1ccc2c(n1)N(C)[C@H](CO)CCN(C(=O)Nc1ccccc1)C2
38.6%[activator] | Cc1ccccc1/C=C(/C#N)c1nc2ccccc2s1
-13.4% | CCOC(=O)c1cccn1C1C(=O)N(C)c2c(F)cccc21 (stereo not given)
28.1% | O=C(NCC1CC1)c1cccc(OC2CN(C3CCSCC3)C2)c1
-0.1% | O=C(Nc1ccc(F)cc1)N1CCC(Oc2ncccc2C(=O)N2CCOCC2)C1 (stereo not given)
-7.2% | CCc1noc(-c2nc(-c3ccc4c(c3)OCO4)no2)n1
53.7%[activator] | CN(C)C[C@@H]1CN(c2ccncn2)C[C@H]1NC(=O)c1ccc2c(c1)OCO2
-7.2% | Cc1ccc(-c2ccc(=O)n(C(C)C(=O)Nc3ccccc3C)n2)cc1 (stereo not given)
5.0%[12.5 µM] | CC(=O)N1CC2(CCN(C3COC3)C2)Cc2ccccc21 (stereo not given)
? | CCc1nc2c(OCC(=O)C(C)(C)C)cccn2c1N(C)C(=O)c1cccs1
14.5% | O=C(c1ccc(CS(=O)c2ccccc2Cl)o1)N1CCN(C2CCCCC2)CC1 (stereo not given)
22.2% | O=C(Nc1cccnc1)c1cc(-c2ccccn2)nc2ccccc12
60.9%[activator][176 µM] | CC(C)C[C@@H]1N[C@H](C(=O)NC(C)C)Cc2cn(Cc3nccn3C)c3cccc1c23
48.1%[activator] | CCn1ncnc1CN1CCC(N2CCCC(C(=O)N3CCCC3)C2)CC1 (stereo not given)
14.4% | COCCN1C(=O)CCC2(CNC(=O)c3cc(F)ccc3F)CCCC=C12 (stereo not given)
-26.0% | CCOc1cc(N2CCOCC2)c(OCC)cc1NC(=O)COC(=O)c1c(C)noc1C

(cont.)
12-LOX inh | mol
-10.0% | Cc1nc(C)n(CCCNC(=O)c2cc(S(N)(=O)=O)ccc2F)n1
? | Cc1cc2oc(=O)cc(CN3CCN(c4ccc(F)cc4)CC3)c2cc1O
17.6% | COCC(=O)N[C@@H]1CN(C(=O)c2ccc(OC)cc2OC)CC[C@@H]1CO
0.8% | C[C@@]12CO[C@@H](CNS(C)(=O)=O)O[C@@H]1CC[C@]1(C)[C@@H]2CC[C@@H](O)[C@H]1CC(=O)NCc1ccco1
1.3% | O=C(CN1C(=O)NC2(CCS(=O)(=O)CC2)C1=O)Nc1ccc(F)cc1
27.4% | Cc1cc2c(c(=O)n(-c3ccccc3)c(=O)n2CC(=O)Nc2ccccc2Cl)n1C
? | Cn1c(COc2ccccc2Cl)nnc1SCCOc1ccc(Cl)cc1
31.6% | CN1CCN(c2nc3c(s2)CN(C(=O)c2ccnn2C)CC3)CC1
-29.3% | O=C1COCc2cc(-c3cccc(F)c3)ccc2N1CCN1CCOCC1
6.0% | Cc1ccc(CNC(=O)N2CCCC(c3nn(C)c(=O)n3Cc3ccccc3)C2)cc1 (stereo not given)

Some of the entries above in another layout:
structure | 12-LOX inh
Cc1nc(C)n(CCCNC(=O)c2cc(S(N)(=O)=O)ccc2F)n1 | -10.0%
Cc1cc2oc(=O)cc(CN3CCN(c4ccc(F)cc4)CC3)c2cc1O | ?
COCC(=O)N[C@@H]1CN(C(=O)c2ccc(OC)cc2OC)CC[C@@H]1CO | 17.6%
C[C@@]12CO[C@@H](CNS(C)(=O)=O)O[C@@H]1CC[C@]1(C)[C@@H]2CC[C@@H](O)[C@H]1CC(=O)NCc1ccco1 | 0.8%
O=C(CN1C(=O)NC2(CCS(=O)(=O)CC2)C1=O)Nc1ccc(F)cc1 | 1.3%
Cc1cc2c(c(=O)n(-c3ccccc3)c(=O)n2CC(=O)Nc2ccccc2Cl)n1C | 27.4%

(next part)
12-LOX inh | mol
? | CCc1ccc(C(=O)Nc2ccc(N(C)C)cc2)cc1
4.3% | CCNC(=O)c1cc2c(s1)CCC(C(C)(C)C)C2 (stereo not given)
28.8% | CCOc1ccc(/C=N/OCc2ccc(F)cc2Cl)cc1
? | C#CCNC(=O)C[C@@H]1C[C@@]2(C(=O)OCC)CCC=C2N(Cc2ccc(Cl)cc2Cl)C1=O
-14.5% | Cc1cc(=O)oc2cc(OC/C(=N\O)c3ccc(Cl)cc3)c(Cl)cc12
-10.4% | CCN(CC)S(=O)(=O)c1ccc(Oc2cccc(C)c2)c(NC(=O)c2ccccn2)c1
85.9%[activator] | COCCn1c(C)cnc1CC1CCCN(Cc2cccc(F)c2)C1 (stereo not given)
